# M1 PAM: human M1 muscarinic receptor positive allosteric modulators, primary screen, CHO-K1 cells, Fluo-8 calcium fluorescence, 1536-well; CHO-K1 hM1, ACh EC20; 0% = ACh EC20, 100% = maximal ACh; activation, % at 3 µM; hit rate 0.088% among 360,000; AID 588819, 2011; in the data active means activation above about 19%, passing the limit was not always enough
# Target sequence (P11229 whole entry, looked up): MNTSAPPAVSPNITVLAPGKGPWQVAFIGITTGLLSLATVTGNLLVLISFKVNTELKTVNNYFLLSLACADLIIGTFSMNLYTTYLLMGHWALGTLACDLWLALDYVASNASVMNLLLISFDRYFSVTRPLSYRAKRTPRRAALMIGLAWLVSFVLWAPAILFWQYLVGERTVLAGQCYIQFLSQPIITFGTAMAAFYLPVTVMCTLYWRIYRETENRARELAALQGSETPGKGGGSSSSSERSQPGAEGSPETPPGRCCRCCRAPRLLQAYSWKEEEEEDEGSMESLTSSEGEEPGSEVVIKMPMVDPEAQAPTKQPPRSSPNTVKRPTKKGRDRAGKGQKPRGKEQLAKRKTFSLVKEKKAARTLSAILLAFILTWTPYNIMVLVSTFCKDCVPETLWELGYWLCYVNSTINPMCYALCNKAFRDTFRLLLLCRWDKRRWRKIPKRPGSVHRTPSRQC
# CHRM4 agonist: human M4 muscarinic receptor agonists, primary screen, CHO-K1 cells, Fluo-8 calcium fluorescence; Muscarinic acetylcholine receptor M4 (Homo sapiens), P08173; CHO-K1 hM4/Gqi5; vehicle 0%, full acetylcholine response 100%; activation, % at 3 µM; hit rate 0.14% among 360,000; AID 624127, 2012;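 active means activation above the run mean over all test wells plus 3 SD, cut at about 32% in these data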;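 further: peak over basal fluorescence ratio per well then scaled between controls; 0% = DMSO wells and 100% = acetylcholine at EC100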
# Target sequence (P08173 whole entry, looked up): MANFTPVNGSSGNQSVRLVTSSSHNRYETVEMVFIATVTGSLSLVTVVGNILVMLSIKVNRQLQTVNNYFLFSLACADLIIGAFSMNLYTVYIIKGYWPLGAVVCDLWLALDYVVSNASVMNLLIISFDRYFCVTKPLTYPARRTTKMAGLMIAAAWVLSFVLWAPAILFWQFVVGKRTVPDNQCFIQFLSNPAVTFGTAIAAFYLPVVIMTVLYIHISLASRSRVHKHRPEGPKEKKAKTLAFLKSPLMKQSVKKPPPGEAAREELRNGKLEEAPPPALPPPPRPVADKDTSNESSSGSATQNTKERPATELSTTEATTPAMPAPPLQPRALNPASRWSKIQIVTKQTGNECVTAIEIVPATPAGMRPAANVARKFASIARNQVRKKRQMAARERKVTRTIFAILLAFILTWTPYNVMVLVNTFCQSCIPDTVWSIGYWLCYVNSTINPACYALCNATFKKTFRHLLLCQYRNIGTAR
# M1 ag: human M1 muscarinic receptor agonists, primary screen, Fluo-8 calcium fluorescence, CHO-K1 cells, HTS; AID 588814, 2011; activation, % at 3 µM; CHO-K1 hM1, agonist mode; 0% DMSO, 100% acetylcholine EC100; hit rate 0.33% among 360,000;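 active means activation above the run's mean compound activation plus 3 SD, cut at about 16% in these data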;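 further: peak over basal fluorescence ratio within a 140 s kinetic read after compound addition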
# CHRM1 antagonist: human M1 muscarinic receptor antagonists, primary screen, CHO-K1 cells, Fluo-8 calcium fluorescence, 1536-well; CHO-K1 hM1, ACh EC80 antagonist; inhibition, % at 3 µM; hit rate 1.3% among 360,000; AID 588852, 2011;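 active means percent inhibition above its own plate's cutoff, namely the mean of that plate's compound wells plus 3 SD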;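 further: peak over basal fluorescence ratio during 140 s after agonist addition; 0% = ACh EC80 plus DMSO and 100% = DMSO alone without agonist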
# CHO-K1 Ca ag: counter-screen for M1 agonists: effect in parental CHO-K1 cells; Fluo-8 calcium fluorescence; scaled to maximal ATP response, vehicle zero; activation, % at 3 µM; hit rate 0.48% among 360,000; AID 602248, 2012; in the data active means activation above about 15%;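 further: untransfected CHO-K1 host cells lacking M1 receptor as counterscreen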
# CHO parental Ca: ATP-evoked calcium signal inhibitors, parental CHO, primary screen, counter-screen for OX1R antagonist project, cell-based, fluorescence, Fluo-8 calcium dye | inhibition, % at 5.6 µM | parental CHO-K1, ATP-induced calcium, Fluo-8 fluorescence | hit rate 0.63% among 330,000;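 active means inhibition above that plate's mean sample inhibition plus 3 SD, cut at about 26% in these data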;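 further: 0% = ATP-challenged DMSO wells and 100% = DMSO wells without ATP; some compounds past the cut are filed as inactive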
#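 Material – parental CHO cells · Reagent – ATP stimulus · Compound – single nominal dose of 5.6 µM per compound · Detection – Fluo-8 fluorescence · Read-out basis – percent inhibition of calcium signal · Controls – ATP-challenged DMSO wells low, unchallenged DMSO wells high · Repeats – no replicates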
# M4 antag: human M4 muscarinic receptor antagonists, primary screen, CHO cells, Fluo-8 calcium fluorescence; Muscarinic acetylcholine receptor M4 (Homo sapiens), P08173; CHO-hM4 cells, ACh EC80; inhibition, % at 3 µM; hit rate 0.73% among 360,000; AID 624125, 2012;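 active means inhibition above its plate's cutoff, the mean inhibition of sample wells plus 3 SD, cut at about 27% in these data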;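 further: 0% = acetylcholine EC80 with DMSO and 100% = DMSO without agonist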
# CHO-K1 Ca antag: nonselective inhibitor or artifact in parental CHO-K1 cells; ATP-induced calcium, Fluo-8 fluorescence; inhibition, % at 3 µM; hit rate 0.6% among 360,000; AID 602250;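 active means inhibition above a per-plate cutoff, the plate's mean sample inhibition plus 3 SD, cut at about 24% in these data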;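 further: 0% = DMSO plus EC80 ATP and 100% = DMSO alone without ATP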
# OXTR potentiate: human OXTR potentiators, primary screen, fluorescence, CHO-OTR cells, Fluo-8 calcium; Oxytocin receptor (Homo sapiens), P30559; Fluo-8 calcium fluorescence, potentiator mode; 0% = oxytocin EC15, 100% = EC100; activation, % at 3 µM; hit rate 0.061% among 320,000; AID 2445, 2010;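 active means activation above that plate's cutoff, the mean activation of tested compounds plus 3 SD, cut at about 6.6% in these data, passing the limit was not always enough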;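 further: 100% uses oxytocin at 75 nM as the full agonist control; some results filed as inactive read as strong as hits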
#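 assay system = CHO-OTR cells, human receptor | schedule = compound 6 min at room temperature before oxytocin, 100 s read | detection = Fluo-8 intracellular calcium fluorescence, ex 470-495, em 515-575 nm | evaluation = normalized max/min fluorescence ratio, % activation | control set = EC15 oxytocin alone as 0%, 75 nM oxytocin (EC100) as 100%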
# Starred values were filed as active, the others as inactive; / = not tested or not shown. Random draw from the library (roughly 2.9% active in at least one column).
Compound	M1 PAM	CHRM4 agonist	M1 ag	CHRM1 antagonist	CHO-K1 Ca ag	CHO parental Ca	M4 antag	CHO-K1 Ca antag	OXTR potentiate
C=CCN1c2ccccc2[C@]23C[C@@H](C(=O)OC)N=C2NC(C(=O)OC)=C(C(=O)OC)[C@H]13	1	1	-4	7	5.2	-12	-1	-1	-3
O=C(NC(=S)Nc1ccc(N2CCOCC2)c(Cl)c1)c1cccs1	7	0	-8	-5	1.2	-2	-8	1	1
O=C(NCCC1=CCCCC1)c1ccc(=O)oc1	10	0	-4	0	0.4	2	2	5	-3
CC(=O)NC(CC(=O)NNC(=O)C(C)Oc1ccccc1F)c1ccccc1 (stereo not given)	7	0	0	-6	1.9	1	-3	3	4
CCCCCCCCN1C(=O)[C@H](CC(=O)NCCCOCCCC)C[C@@]2(C(=O)OC)CCCCC=C12	/	-1	/	/	-0.8	/	-8	9	/
OCCN1CCN(c2ncnc3c2ncn3[C@H]2CN(Cc3ccccc3)C[C@@H](CO)O2)CC1	7	1	-4	-13	0.4	/	-8	-7	/
O=C(OCCN1C(=O)c2ccccc2C1=O)c1cc(S(=O)(=O)N2CCOCC2)ccc1Cl	-10	11	1	11	4.8	0	-12	-16	2
Cc1ccc(Nc2nc(C(=O)N3CCC(C(=O)NCc4ccccc4)CC3)cs2)cc1	4	17	4	-3	7.6	-40	-3	-11	-10
CCN(CC)CCOC(=O)C1(c2ccc(OC)c(OC)c2)CCCC1	-21	1	-8	77*	0.4	-23	6	-16	-10
COc1cccc(-n2nnc(S(=O)(=O)c3ccc(C)cc3)c2N)c1	3	6	10	-10	7.4	-12	-4	-11	-12
O=C(NCCc1c[nH]c2ccccc12)N[C@@H](Cc1ccccc1)C(=O)O	15	2	-8	-16	0.5	-11	3	7	-5
C=C(C)CCOC(=O)C(CC(=O)O)NCc1ccco1 (stereo not given)	6	0	-4	-6	0.2	-9	6	-7	-3
Cc1cccn2c(CNC3CCCc4ccccc43)c(C(=O)N3CCOCC3)nc12 (stereo not given)	4	7	-6	-10	1.7	-16	-21	-15	-3
CCCCOc1ccc(C(=O)NCC(=O)NCc2ccncc2)cc1	7	1	-2	-11	-0.2	-4	-5	-9	-8
CC(=O)Nc1ccc(S(=O)(=O)N2CCN(S(=O)(=O)c3cccs3)CC2)cc1	1	4	0	1	0.4	/	-7	6	/
COc1cc2c(cc1OC)C1(C)N(CC2)C(C(C)=O)=NN1c1ccc(Cl)cc1 (stereo not given)	11	-1	-6	-26	0.7	-14	2	-7	-2
CC(NC(=O)c1cc2c(=O)n3ccccc3nc2n(CC2CCCO2)c1=N)c1ccccc1 (stereo not given)	0	1	-12	-4	1.0	-9	-5	-16	-5
CC1CCCN(CCCNC(=O)c2ccc(CS(=O)(=O)Cc3cccc(Cl)c3)o2)C1 (stereo not given)	-8	0	-14	8	0.2	-4	2	-15	-5
N#Cc1ccc(CN(c2ccncc2)S(=O)(=O)c2ccccc2)cc1	4	-1	-8	-3	1.1	3	13	-16	-4
COC(=O)Nc1cc(C(F)(F)F)ccc1N1CCN(c2ccccc2)CC1	-3	1	-5	2	0.7	3	-11	-1	3
O=C(CN1C(=O)NC2(CCCC2)C1=O)Nc1cc(Cl)ccc1N1CCCC1	18	2	-1	-10	0.2	-26	1	5	-9
Cc1cc(S(=O)(=O)Nc2ccc(C(=O)N3CC(C)OC(C)C3)cc2)ccc1F (stereo not given)	6	2	0	-13	2.1	-25	-16	-5	-10
O=C(Nc1ccc(-c2nc3c(ccc4ccccc43)o2)cc1)c1ccco1	8	2	3	3	-0.1	-10	-2	3	-2
O=C(COC(=O)/C=C/c1ccc2c(c1)OCO2)NCc1ccc(F)cc1	10	1	-1	-21	1.9	/	-3	-9	/
CCC1S/C(=N/C(=O)NC2CCCCC2)NC1=O (stereo not given)	9	1	0	-8	0.4	0	0	-22	-6
Cc1ccccc1OCCNC(=O)/C=C/c1ccccc1	-4	0	-5	1	0.5	-6	9	-4	3
Cc1cccc(C)c1NC(=O)CN1CCC(Cc2ccccc2)CC1	-14	7	-5	1	4.9	/	8	-15	/
O=C(NCCc1ccc(Cl)cc1)c1cc(=O)[nH]c2ccccc12	14	1	0	-2	-0.4	-10	-7	-11	-3
O=C(COc1c(Br)cc(Br)c2cccnc12)N1CCCCC1	3	2	-3	-2	-0.2	-19	-2	-12	5
Cc1ccccc1NC(=O)C(C)n1c2ccccc2c2nc(=O)cc(C)n21 (stereo not given)	16	0	-7	-17	-0.3	-13	1	9	-8
O=C(COC(=O)/C=C/c1ccc(Cl)c(Cl)c1)NC1CCCC1	15	1	0	-19	1.2	2	-1	-2	-8
Cc1nc(C(F)(F)F)c(C(=O)NC(=O)Nc2ccc(OC(F)(F)F)cc2)s1	-5	2	-4	3	0.7	-11	12	14	-3
CCCN(CC1CC1)C(=S)Nc1ccc(Oc2ccccc2)cc1	-2	3	-13	-3	2.6	-10	1	-7	-18
Cc1cc(C)c(C#N)c(Nc2ccc(F)cc2)n1	5	0	-7	-8	0.0	-5	-11	2	-2
C=CCn1c(SCc2csc(C)n2)nc2sc3c(c2c1=O)CCCC3	-1	2	-2	-19	0.9	-10	2	-7	-14
CC(=O)Nc1cc2ccc(OC(C)=O)cc2oc1=O	11	0	-2	-24	0.9	-2	-9	-11	-6
O=C1C=CC(=O)N1	-7	1	-3	-5	-0.1	0	8	16	-4
COc1ccc(CN2CCn3nc(C(=O)NC4CC4)cc3C2=O)cc1	12	2	-1	-9	0.3	0	-4	-7	-3
O=C(Nc1ccnn1C1CCN(Cc2ccc(OC(F)F)cc2)CC1)C1CCCC1	0	2	-4	-8	3.5	-15	3	-6	-7
Cc1ccc(CNC(=O)C(=O)NCCC2=CCCCC2)cc1	5	2	-6	-4	0.3	-10	-8	-10	4
CC(c1ccccc1)c1nnc(NC(=O)Nc2ccccc2F)s1 (stereo not given)	7	1	-1	-10	1.2	/	-10	-6	/
COc1ccc(/C=C/C(=O)OCC(=O)N2CCc3ccccc32)cc1	2	0	-3	1	-0.2	-10	7	4	-7
COCCCN1CN=C(NS(=O)(=O)c2ccc(C)cc2)NC1	17	0	5	-15	0.9	-2	-2	-6	0
CCOC(=O)c1c(S(=O)(=O)N(C)Cc2ccco2)c(C)n(C)c1C	11	1	-1	-2	-0.4	-25	-14	-18	-5
CCOC(=O)c1cnn2cc(-c3[nH]ncc3[N+](=O)[O-])cnc12	-9	1	0	17	2.1	-18	-5	19	-5
COc1ccccc1NC(=S)NNC(=O)c1nn(C)c(C)c1Br	8	1	2	-3	-0.2	-7	-10	12	-5
CC(=O)Nc1cc2c(cc1[N+](=O)[O-])-c1ccccc1C2O (stereo not given)	5	1	3	-12	0.4	/	-3	-13	/
COc1ccc(NC(=O)C[C@H]2C(=O)N(c3ccc(Br)cc3)C[C@@H]2c2ccc(OC)cc2)cc1	-5	0	-8	-7	0.8	/	1	-15	/
COC(=O)Cn1c(C)nc([N+](=O)[O-])c1Br	2	1	-5	5	1.1	-2	-1	-13	-4
CCCCCC/C=C/c1ccc(OC)c([C@H]2[C@H]3C=CC[C@@H](C)[C@@H]3C(=O)N2Cc2ccccc2)c1	6	-1	-2	1	-0.1	-7	3	-5	-1

# Following part
Compound	M1 PAM	CHRM4 agonist	M1 ag	CHRM1 antagonist	CHO-K1 Ca ag	CHO parental Ca	M4 antag	CHO-K1 Ca antag	OXTR potentiate
CCN(c1ccccc1)S(=O)(=O)c1cc(C(=O)Nc2cccc(Cl)c2)ccc1F	-9	6	-7	18	3.7	12	11	4	-8
COc1cc2nc(C3CCC3)n(NC(=O)C3CCC(OC)CC3)c(=O)c2cc1OC (stereo not given)	6	0	-4	-4	1.8	-8	-17	-18	-4
COc1ccccc1CCC(=O)N1CCC(n2nccc2NC(=O)CC(C)C)CC1	-1	1	-2	8	0.3	-19	8	-2	-8
CCN1CCN(CCCNC(=O)C2c3ccccc3C(=O)N(C)C2c2ccc(OC)cc2)CC1 (stereo not given)	3	1	-5	-3	-0.2	-11	-4	-2	-2
CCn1cnc2c1c(=O)n(CC(=O)OC(C)C(N)=O)c(=O)n2Cc1ccccc1 (stereo not given)	4	0	-1	4	0.9	17	-2	-6	-1
COc1ccc(Cl)cc1NC(=O)CN(C)CC(=O)Nc1ccccc1-c1ccccc1	2	1	-4	-5	0.0	-1	-14	-5	-3
Cc1cc(NS(=O)(=O)Cc2ccccc2)cc(C)c1OCC(=O)N1CCOCC1	4	8	-3	8	3.7	-9	6	-5	1
CCCCC(Nc1ncnc2ccccc12)C(=O)O (stereo not given)	5	1	-4	-10	0.2	-7	0	-9	-3
C[C@@H]1CN([C@H](C)CO)S(=O)(=O)c2ccc(Br)cc2O[C@@H]1CN(C)Cc1ccc(-c2ccccc2)cc1	-8	0	-7	-4	1.6	/	4	-11	/
Cc1ccc(S(=O)(=O)NCc2ccc(C(=O)NCCCN3CCN(C)CC3)cc2)cc1	8	0	-3	-2	0.4	-21	3	-4	0
COc1ccc(C(=O)NC2CCCCC2)cc1S(=O)(=O)N1CCOCC1	6	3	-4	-13	1.5	0	8	-10	-6
Cc1cccc(C(=O)N/N=C/c2ccc(OCC(=O)N3CCCCC3)cc2)c1	5	5	0	-1	0.6	-5	-5	2	-7
CCOc1ccc(NC(=O)Nc2cc(C(C)C)c(O)cc2C)cc1	-8	2	-4	-12	2.7	-16	9	-9	-5
COCCNC(=O)/C(C#N)=C/c1cc(C)n(-c2ccc(C)cc2)c1C	10	1	-13	-8	0.0	-9	-4	-4	-9
COC(=O)CNC(=O)Cc1c(F)cccc1Cl	6	1	-4	-9	0.4	-32	0	-12	-12
CN(CCc1ccccn1)C1CCCN(S(=O)(=O)c2ccc(F)c(Cl)c2)C1 (stereo not given)	-10	2	-6	14	0.1	-37	10	0	-11
COc1ccccc1/C=C1\SC(=S)N(CCC(=O)Nc2ccc(C(=O)O)c(O)c2)C1=O	-9	15	-7	14	5.9	3	12	8	-10
CC1=CN2C(=NC(=O)CC2(C)C(=O)N(CC(=O)NC2CCCC2)Cc2ccc(Cl)cc2)C=C1 (stereo not given)	9	1	-5	-12	2.0	-3	1	-12	-2
Cc1cc(C(=O)CS(=O)(=O)c2ccc(Cl)cc2)cc(C)c1O	1	7	-3	-5	5.2	-18	5	-17	-19

# Assay outcomes from PubChem BioAssay.
